From PubChem
KCNQ2 inh: KCNQ2 potassium channel inhibitors, primary screen, cell-based, CHO-K1, FluxOR thallium flux, B-score (AID 2156); 20 min; active compounds read low; B-score at 10 µM; actives 1.1% (n = 310,000);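 active means fluorescence ratio B-score at most minus 3 library SDs, with starting brightness B-score within 2 library SDs, cut at about -5.5 in these data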
Target sequence (O88943 whole entry, looked up): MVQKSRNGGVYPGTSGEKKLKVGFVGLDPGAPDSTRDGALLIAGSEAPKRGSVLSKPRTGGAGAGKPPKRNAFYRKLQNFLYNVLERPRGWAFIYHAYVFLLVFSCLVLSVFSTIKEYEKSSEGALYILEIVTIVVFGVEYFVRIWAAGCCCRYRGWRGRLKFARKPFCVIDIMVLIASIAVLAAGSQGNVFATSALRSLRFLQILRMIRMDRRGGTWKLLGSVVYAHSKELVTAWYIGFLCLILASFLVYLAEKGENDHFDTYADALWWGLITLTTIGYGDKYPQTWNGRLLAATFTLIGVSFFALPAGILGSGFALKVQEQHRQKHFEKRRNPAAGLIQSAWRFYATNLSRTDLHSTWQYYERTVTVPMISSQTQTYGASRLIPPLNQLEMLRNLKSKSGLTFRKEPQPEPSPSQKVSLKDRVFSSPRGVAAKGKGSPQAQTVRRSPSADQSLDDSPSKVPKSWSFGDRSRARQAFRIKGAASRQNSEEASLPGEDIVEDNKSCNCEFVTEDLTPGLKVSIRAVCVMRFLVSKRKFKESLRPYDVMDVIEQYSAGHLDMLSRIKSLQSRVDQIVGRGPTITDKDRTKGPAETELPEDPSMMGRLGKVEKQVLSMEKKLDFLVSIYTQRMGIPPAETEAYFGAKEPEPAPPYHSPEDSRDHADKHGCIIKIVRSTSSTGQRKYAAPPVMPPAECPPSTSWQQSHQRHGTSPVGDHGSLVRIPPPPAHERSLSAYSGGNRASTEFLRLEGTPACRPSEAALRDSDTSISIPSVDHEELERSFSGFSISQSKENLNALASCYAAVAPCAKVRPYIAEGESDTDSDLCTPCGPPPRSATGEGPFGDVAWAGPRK
STK33 inh: human STK33 kinase inhibition. Q9BYT3. purified STK33, MBP phosphorylation, ADP-Glo luminescence. inhibition, % at 10 µM. actives 0.073% (n = 320,000). AID 2661;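 active means inhibition at or above 25%, using the most active replicate where run in duplicate; inactive means inhibition below 25%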
Kir21 inh: inhibitors of mouse Kir2.1 inward-rectifier potassium channel; actives 0.85% (n = 310,000); P35561; B-score at 10 µM; HEK293-Kir2.1, FluxOR thallium flux fluorescence; active compounds read low; AID 1672;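 active means fluorescence ratio B-score at or below minus 3 SD of library scores, with starting-brightness B-score within 2 SD, cut at about -4.2 in these data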;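 further: channel flux triggered by added potassium and thallium sulfate stimulus; B-score of peak minus minimum fluorescence over baseline after thallium stimulus; more negative B-score means stronger Kir2.1 block with less thallium influx; some compounds called inactive have numbers as strong as hits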
Starred values were filed as active, the others as inactive; i = inactive; / = not tested or not shown.

KCNQ2 inh	compound	STK33 inh	Kir21 inh
i	CSC(=NC#N)N1CCN(c2ccc([N+](=O)[O-])cc2)CC1	-1.3	-0.29
i	Cc1cc(Oc2ccccc2)nc(SCC(=O)Nc2ccccc2)n1	0.1	-0.49
i	O=C(Nc1ccc(N2CCCCC2)cc1)c1ccc(F)cc1F	-0.6	2
i	CC(=O)c1ccc(NC(=O)C2CCN(S(=O)(=O)c3ccc4c(c3)N(C(C)=O)CCO4)CC2)cc1	0.1	1.1
i	C(#CC1CCCC1)c1ccc2c(c1)COc1c3ccccc3nn1-2	6.6	-2.1
i	CCCCn1c(SCC(N)=O)nnc1-c1cc(OC)c(OC)c(OC)c1	/	-0.63
i	O=C(C[C@H]1C(=O)N(CCc2ccccc2)C[C@@H]1Cc1ccccc1)Nc1ccccc1	0.4	0.65
i	CCc1ccc(NC(=S)N2CCCC(C(F)(F)F)C2)cc1 (stereo not given)	/	1.5
i	CC(NCC(=O)Nc1cc(S(=O)(=O)N2CCOCC2)ccc1Cl)c1ccc(Cl)cc1Cl (stereo not given)	-2.6	0
i	O=C(CN1CC(=O)Oc2ccccc21)NCc1ccco1	-0.3	-1.1
i	c1ccc(C(Cc2nc(-c3ccncc3)no2)c2ccccc2)cc1	-1.4	-1.9
i	C/C(CC(=O)Nc1ccc(C)c(Cl)c1)=N\NC(=O)Cc1ccccc1	-1.0	-0.08
i	Cc1ccc(C)c(NC(=O)c2cc(-c3cc(C)ccc3O)n[nH]2)c1	5.7	0.06
i	Cc1[nH]c2ccccc2c1C(=O)CSc1nc2ccccc2[nH]1	1.0	0.14
i	O=C(Nc1ccc(C(=O)NCCCN2CCN(c3ccccc3)CC2)cc1)C1=CSCCO1	9.0	-0.75
i	Cc1nnc(OCC(=O)NCCC2=CCCCC2)c2ccccc12	-0.4	1.4
i	Cc1ccc(C(C#N)c2ccc3c(C(F)(F)F)cc(C(F)(F)F)nc3n2)cc1 (stereo not given)	-19	0.57
i	O=C(CN1C(=O)S/C(=C\c2ccccc2Cl)C1=O)NCCCn1ccnc1	2.0	-1.8
i	CCCn1c(S(=O)(=O)O)nc2ccccc21	-1.6	-0.14
i	O=C(Nc1ccc(F)c(Cl)c1)c1cccnc1	-1.9	1
i	COc1cccc(-c2nc(CS(=O)(=O)CC(=O)NCCCN3CC(C)CC(C)C3)c(C)o2)c1 (stereo not given)	-0.4	0.11
i	CCN1CCCC1CN(Cc1cc2c(C)cc(C)cc2[nH]c1=O)C(=O)NC1CCCCC1 (stereo not given)	0.2	-0.01
i	CC(C)c1ccc(OCC(=O)NC(=S)Nc2ccc3c4c(cccc24)CC3)cc1	-0.9	0.66
i	Nc1nnc(-c2cccc([N+](=O)[O-])c2)o1	0.9	1.4
i	COc1ccc(S(=O)(=O)CC(=O)c2cc3cc(Br)ccc3oc2=O)cc1	-0.2	-0.01
i	CN1CCN(c2ccc([N+](=O)[O-])c(-n3nc(-c4ccccc4)c4ccccc4c3=O)c2)CC1	0.7	0.01
i	CC(C)C[C@H](N)C(=O)N1CCC(C(=O)N[C@H](C(=O)NCc2ccc(F)cc2)C(C)C)CC1	-0.7	-1.7
i	CCC/C=N/NC(=O)CNC(=O)c1ccccc1Cl	0.5	0.86
i	CSCCC(NC(=O)c1cccc(S(=O)(=O)N2CCOCC2)c1)C(=O)Nc1cccc(C)c1 (stereo not given)	0.3	0.61
i	NCCc1nnc(SCC(=O)Nc2cccc(Cl)c2)o1	-2.5	1.5
i	CCOc1cc(-c2nccc3cc(OC)c(OC)cc23)cc(OCC)c1OCC	-1.4	-2.1
i	CCCCCn1c(CCCNC(=O)CC)nc2ccccc21	0.1	-0.88
i	CSc1ccc(/C=N/N2CCN(Cc3ccc(C)cc3C)CC2)cc1	0.8	1.5
i	CC(=O)Nc1ccc(SC[C@H](CC(C)C)N2CCN(CC(C)C)CCC2=O)cc1	1.2	0.76
i	N#C/C(=C\c1ccc(F)cc1)c1n[nH]c(Cn2cncn2)n1	-2.2	0
i	CC(=O)c1ccccc1OCCCCN1CCCCC1	-1.6	0.16
i	Cc1ccc(S(=O)(=O)Nc2ccc(-n3c(C)nc4ccccc4c3=O)cc2)cc1	0.7	-0.37
i	COC(=O)c1ccccc1NC(=O)/C=C/c1ccco1	2.5	0.44
i	COc1ccccc1N1CCN(C(=O)CN(c2ccccc2OC)S(=O)(=O)c2ccccc2)CC1	0.3	-0.05
i	O=C(CN1C(=O)/C(=C\c2cccc(Br)c2)Oc2ccccc21)NCC1CCCO1 (stereo not given)	-1.1	-1.3
i	O=C(O)C1CC=CCC1C(=O)N1CCCC1 (stereo not given)	-1.4	0.77
i	Cc1c(OCC(=O)N2CCC[C@@H]2C(=O)O)ccc2c3c(c(=O)oc12)CCC3	0.3	0.46
i	O=C(NN=C1C2CC3CC1CC(Cl)(C3)C2)c1ccccn1	-1.3	-0.02
i	Cc1nnsc1SCCNC(=O)Nc1ccc(Cl)cc1	-0.9	0.34
i	Cc1cc(N/C=C/C(=O)c2cccs2)ccc1F	2.6	0.02
i	FC(F)(F)c1ccccc1NC(=S)NN1CCOCC1	-0.9	1.2
i	O=C(Nc1cc(N2CCCCC2)ncn1)c1ccccc1	1.2	-0.52
i	CCN(CC)C(=O)CSc1nc2ccccc2c(=O)n1CC	0.8	0.52
i	CCNC(=O)c1ccc(-n2nc(C)cc2-c2ccccc2)cc1	0.4	0.62
i	CN(C)CC(O)CN(c1ccccc1)c1ccccc1 (stereo not given)	-1.1	-0.91
i	Fc1cccc(CN2CCN(Cc3nc(-c4cnccn4)no3)CC2)c1	-2.6	2.5
i	CCOc1ccc(C(=O)NCc2ccccc2OC)cc1	-0.1	0.24
i	COc1cc(CNCCc2ccc(S(N)(=O)=O)cc2)ccc1OCc1ccc(Cl)cc1	-0.6	-0.93
i	COc1ccc(C(=O)/C=C/N2CCCCC2)cc1OC	-0.6	-0.12
i	O=C(CSc1ccccc1)N(c1ccc(Br)cc1)c1nccs1	0.2	-5.2*
i	CC(NC(=O)c1ccc(Cl)cc1)c1nnc(SCc2ccc([N+](=O)[O-])cc2)n1C (stereo not given)	-0.8	0.38
i	CS(=O)(=O)c1ccc(C(=O)Nc2cc(S(C)(=O)=O)ccc2Cl)cc1	-1.2	0.63
i	C/C=C/Cn1c(Br)nc2c1c(=O)n(C)c(=O)n2C	0.2	0.01
i	O=C(Nc1nnc(S(=O)(=O)N2CCN(c3ccc(F)cc3)CC2)s1)c1ccco1	-0.6	0.09
i	O=[N+]([O-])c1ccc2nc(CN3CCCCC3)[nH]c2c1	0.2	1.3

Carrying on.
KCNQ2 inh	compound	STK33 inh	Kir21 inh
i	Cc1ccc(NC(=O)CCn2c(=O)[nH]c3ccsc3c2=O)cc1	-0.3	1.2
i	CCOC(=O)c1ccc(NC(=O)CCc2nc(-c3ccc(Cl)cc3)no2)cc1	-0.7	-0.73
i	Cc1ccc(-c2c(C(=O)N/N=C/C3CCCCC3)nnn2-c2nonc2N)cc1	-2.0	0.74
i	CCOC(=O)COc1ccc2c(c1)c(C(C)=O)c(C)n2-c1ccccc1	1.0	0.32
i	O=C(O)C1CC(=O)N(c2ccc(OCc3ccccc3)cc2)C1 (stereo not given)	-0.8	0.12
i	COc1cc(C(O)P(=O)(OC2CCCCC2)c2ccc(N(C)C)cc2)cc(OC)c1OC (stereo not given)	-0.7	0.26
i	O=c1[nH]c(NCCO)c(N=Cc2ccccc2)c(=O)[nH]1	-1.3	2.7
i	CCN1CCN(Cc2ccc(NC(=O)c3ccc(C)c(NC(=O)c4csc(-c5ccncc5)n4)c3)cc2C(F)(F)F)CC1	5.4	0.03
i	COc1cccc(COC(=O)c2c(C)nn(-c3ccccc3)c2Cl)c1OC	-0.7	0.17
i	Cc1cc(C(=O)COC(=O)c2ccc3c(c2)OCO3)c(C)n1Cc1cccs1	0.3	0.91
-5.7*	CC1(C)CC(=O)C(C(C#Cc2ccccc2)C2=C(O)CC(C)(C)CC2=O)=C(O)C1	0.3	-3.5
i	Cn1cc(C(=O)c2ccc(Cl)cc2Cl)cc1C=O	0.7	0.86
i	CCCCc1nc2cc(C(=O)N3CCC(O)CC3)ccc2o1	/	1.2
i	COc1ccc(C2C(C(C)=O)=C(C)Nc3ncnn32)c(OC)c1OC (stereo not given)	-1.6	-0.15
i	CCOc1ccc(N(CC)C(=O)COc2cc(=O)n(CC)c3ccccc23)cc1	-1.8	-0.18
i	CC(CCc1ccccc1)NC(=O)c1ccncc1 (stereo not given)	-1.2	1.2
i	CN(CCC1CCCCO1)C(=O)CCc1nnc(C2CCCCC2)o1 (stereo not given)	0.0	-0.01
i	CCOc1ccccc1C(=O)n1nc(C)cc1C	-1.2	-0.48
i	CC1=NN(C(=O)CCCc2ccccc2)C(O)(C(F)(F)F)C1 (stereo not given)	-1.8	1.4
i	Cc1ccc(C)c(Cn2nnc3c(=O)[nH]c(C4CCN(C(=O)c5cccs5)CC4)nc32)c1	-0.8	0.1
i	Cc1cc(C)nc(SCc2ccc(F)cc2)n1	-2.5	-0.18
i	CC(C)OCCCNC(=S)Nc1ccc(S(N)(=O)=O)cc1	-0.2	-0.86
i	Cc1[nH]c2ccccc2c1C(=O)CSc1ccccc1	0.1	0.33
i	O=C(Nc1c(C(=O)N2CCOCC2)oc2ccccc12)c1cccc([N+](=O)[O-])c1	-0.5	0.09
i	O=C(CN1CCC(c2nc3ccccc3s2)CC1)NCc1cccs1	0.4	-3
i	CN(C(=O)CN1C(=O)S/C(=C\c2ccccc2F)C1=O)C1CCS(=O)(=O)C1 (stereo not given)	0.2	-1
i	NC(=O)c1cccc(CC(=O)c2ccccc2)c1	-0.7	-0.4
i	O=C(Cn1ncc2c3ccccc3n(Cc3ccccc3F)c2c1=O)NCCCN1CCCC1=O	-1.6	0.8
i	CCN(CC)S(=O)(=O)c1cccc(NC(=O)CCNC(=O)c2ccccc2Cl)c1	-1.0	1.3
i	O=C(N/N=C/C(Br)=C\c1ccccc1)c1ccco1	0.3	0.2
i	Cc1ccc(S(=O)(=O)NCc2cccnc2)cc1C(=O)NC1CCCCC1	-0.5	1.9
i	COc1cc(C2C(C#N)=C(N)OC3=C2C(=O)CCC3)ccc1OC(=O)N1CCOCC1 (stereo not given)	-1.7	0.16
i	O=C(Nc1nn[nH]n1)c1ccc(S(=O)(=O)N2CCCCC2)cc1	-1.1	-1.4
i	CCc1ccccc1NC(=O)N1CCCc2ccccc21	0.6	1.5
i	Cc1cccn2c(=O)c3cc(C(=O)NCc4ccco4)c(=N)n(C(C)C)c3nc12	1.5	-0.12
i	COc1ncccc1C(=O)N1CCC(n2nccc2NC(=O)CC(C)C)CC1	0.0	-0.01
i	O=C(Cc1ccccc1)NC1CCS(=O)(=O)C1 (stereo not given)	-0.7	-0.22
i	Cc1cccc(NC(=O)CCCN2C(=O)c3ccccc3C2=O)n1	-2.1	-0.09
i	COc1ccc(NC(=O)CCN2C(=O)C3C4C=CC(C4)C3C2=O)cc1 (stereo not given)	-5.0	-1.2
i	Cc1ccc(NC(=O)Cc2nnc(N)s2)cc1	-0.2	-1.1
i	COc1cccc2c(O)cc(=O)n(C)c12	-0.9	0.81
i	CCc1ccc(-c2c(C)sc(NC(=O)C3CCC3)c2C#N)cc1	-1.5	-0.16
i	COc1ccccc1-n1c(SCC(=O)Nc2cccc(S(N)(=O)=O)c2)nc2ccccc2c1=O	1.2	-2.3
i	CCC(CO)N=C1CC(C)(C)CC(=O)/C1=C(/O)CCCN1C(=O)c2ccccc2C1=O (stereo not given)	0.2	-2.1
i	Brc1ccc2c(c1)OCCOCCOCCOCCOCCOCCO2	1.7	-2.1
i	Cn1c(=O)c2c(nc(NCc3ccc4c(c3)OCO4)n2Cc2ccc(F)cc2)n(C)c1=O	1.9	0.01
i	CCOCCCNC(=O)N1CCOCC1	-0.5	0.73
i	COc1ccccc1S(=O)(=O)Cc1ccc(C(=O)NCCN(C)C)o1	0.1	-0.58
i	COc1cccc(C(=O)N/N=C/C(Br)=C/c2ccccc2)c1	-1.9	0.3
i	Oc1[nH]c2ccccc2c1C=Nc1ccc2c(c1)OCO2	26*	1.1
